# Screening data from PubChem BioAssay.
# HTRA1 inh: HTRA1 (human) protease inhibition; Q92743; 0.5% of 340,000 active; inhibition, % at 5.96 µM; recombinant HTRA1, FP-rhodamine activity-based probe, fluorescence polarization; AID 504803; in the data active means inhibition above about 36%;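 further: 0% = enzyme with DMSO and 100% = wells lacking enzyme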
# Target sequence (Q92743 whole entry, looked up): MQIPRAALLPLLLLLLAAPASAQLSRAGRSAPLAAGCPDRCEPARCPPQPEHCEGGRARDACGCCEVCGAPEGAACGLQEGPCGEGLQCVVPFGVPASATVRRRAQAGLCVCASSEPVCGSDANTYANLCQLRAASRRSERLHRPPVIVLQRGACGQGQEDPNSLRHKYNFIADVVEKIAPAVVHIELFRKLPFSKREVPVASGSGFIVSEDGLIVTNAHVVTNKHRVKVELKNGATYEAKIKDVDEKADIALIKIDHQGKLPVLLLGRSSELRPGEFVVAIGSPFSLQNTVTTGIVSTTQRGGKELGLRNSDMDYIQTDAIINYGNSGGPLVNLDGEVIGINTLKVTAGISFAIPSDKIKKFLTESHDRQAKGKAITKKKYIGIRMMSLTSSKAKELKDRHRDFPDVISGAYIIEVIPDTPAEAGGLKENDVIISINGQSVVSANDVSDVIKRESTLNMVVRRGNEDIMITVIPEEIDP
# TCR-CD3 inh: inhibitors of human TCR-CD3 interaction; AID 651800; inhibition, % at 9.4 µM; TAMRA-labeled TCR probe fluorescence, biochemical; 0.37% of 360,000 active; in the data active means inhibition above about 19%;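 further: recombinant mutant TCR 2C K166C tagged with TAMRA read by polarization; 0% = receptor in buffer alone and 100% = receptor with positive control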
# TDP2 inh: blocks human TDP2 phosphodiesterase activity; recombinant TDP2, T5PNP hydrolysis, p-nitrophenol absorbance 415 nm; 0.34% of 370,000 active; AID 720702; inhibition, % at 12.8 µM;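 active means inhibition above the mean of all tested compounds plus 3 SD, set per campaign, cut at about 25% in these data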;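 further: 0% = DMSO with enzyme and 100% = buffer with substrate but no TDP2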
#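 System – recombinant human TDP2 · Amount – 120 nM TDP2 per well · Buffer or medium – Mg2+-containing Tris-HCl buffer, pH 7.5 · Reagent – T5PNP substrate, 5 mM · Dosing – 12.8 µM single point, 1% DMSO · Incubation – 2 h at 37 °C · Measured by – epi absorbance · Read-out basis – percent inhibition · Benchmarks – high control without enzyme, low control DMSO plus TDP2 · Repeats – singlicate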
# SIAE primary: human SIAE inhibition, primary screen; Q9HAT2; inhibition, % at 9.66 µM; AID 1053197; SIAE FP-Rh probe binding, fluorescence polarization; 0.69% of 370,000 active;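 active means inhibition above a cutoff: mean of compounds within the control limits plus 3 SD of those, cut at about 17% in these data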;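 further: 0% = plate median of compound wells and 100% = probe without SIAE protein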
# PRMT1 inh: PRMT1 (human) inhibition, primary screen. recombinant PRMT1, activity-based probe fluorescence polarization. 1.3% of 370,000 active. inhibition, % at 2.79 µM;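 active means inhibition above about 21% made by adding two undisclosed values, limit read from the data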
# Target sequence (Q99873 whole entry, looked up): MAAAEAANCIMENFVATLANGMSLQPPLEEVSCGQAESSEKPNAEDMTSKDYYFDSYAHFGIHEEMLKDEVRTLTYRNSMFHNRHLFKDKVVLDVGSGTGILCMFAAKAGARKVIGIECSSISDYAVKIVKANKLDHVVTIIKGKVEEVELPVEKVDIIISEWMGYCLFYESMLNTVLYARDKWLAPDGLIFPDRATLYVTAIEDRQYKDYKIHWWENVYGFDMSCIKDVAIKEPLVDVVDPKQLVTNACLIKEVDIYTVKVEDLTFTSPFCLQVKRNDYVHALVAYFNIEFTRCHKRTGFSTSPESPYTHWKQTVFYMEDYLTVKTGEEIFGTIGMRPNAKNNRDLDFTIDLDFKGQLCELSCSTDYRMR
# LEDGF integ inh: blocks HIV-1 LEDGF/p75-dependent DNA integration. inhibition, % at 3.7 µM. TR-FRET IN-LEDGF/p75 DNA integration, Eu/Cy5. 0.64% of 370,000 active;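 active means inhibition above the screen-wide mean plus 3 SD, cut at about 13% in these data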;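 further: signal is the Cy5 over europium emission ratio at 671 and 618 nm; 0% = plate median of compound wells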
# NPR2 activator: GC-B (human) receptor activation. P20594. HEK293-GC-B cells, CNP EC30, cGMP TR-FRET; 0% at EC30 CNP, 100% saturating CNP. activation, % at 10 µM. 0.11% of 370,000 active;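 active means activation at 10 µM reaching about 35% in either raw or pattern-adjusted values, limit read from the data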
# ABHD4 inh: ABHD4 (mouse) inhibition, primary FP screen | Q8VD66 | purified mABHD4, FP-Rh probe fluorescence polarization | inhibition, % at 8.92 µM | 0.54% of 370,000 active | AID 720543;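 active means inhibition exceeding the mean over every tested compound plus 3 SD, cut at about 30% in these data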;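 further: 0% = plate median of compound wells and 100% = S159A mutant with DMSO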
#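 Test system: mABHD4 protein; Read-out basis: % inhibition; Incubation: 45 min + 60 min at 25 °C; Repeats: single replicate; Technique: fluorescence polarization with parallel and perpendicular emission, 525/598 nm; Compound: 8.92 µM, single dose; Benchmarks: full inhibition S159A mutant plus DMSO, zero as sample-well median.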
# MBD2 DNA inh: MBD2-methylated oligo binding inhibition. TR-FRET, MBD2 binding to methylated oligonucleotide. Q9UBB5. 0.31% of 370,000 active. inhibition, % at 4.4 µM; in the data active means inhibition above about 13%
# rCAG RNA binder: r(CAG) repeat RNA binding. TO-PRO-1 dye displacement fluorescence. 1.3% of 370,000 active. inhibition, % at 3 µM. AID 651821;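 active means inhibition above the plate cutoff, the mean of all test compounds on that plate plus 3 SD, cut at about 35% in these data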;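 further: 0% = DMSO alone and 100% = 100 µM mitoxantrone as full dye displacement; higher means more dye released from RNA so lower well fluorescence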
# * = called active by the depositor; . = no result given. Only part of the results is shown; rates above refer to the full screens.
SMILES,HTRA1 inh,TCR-CD3 inh,TDP2 inh,SIAE primary,PRMT1 inh,LEDGF integ inh,NPR2 activator,ABHD4 inh,MBD2 DNA inh,rCAG RNA binder
O=C(CSc1ccc(F)cc1)NNC(=O)c1ccccc1Br,3,-5,6,-4,-4,7,0,-3,-5,-2
O=C(Cc1ccc(Cl)cc1)Nc1ccc(C(=O)N2CCOCC2)cc1,-6,6,9,2,-3,5,3,2,-6,-1
Cc1cc(C)n(C(C)CNS(=O)(=O)c2ccc(C)c(C)c2)n1 (centres undefined),-1,-1,9,-3,-3,3,-5,4,2,-3
c1cncc(-c2nnc3sc(-c4ccco4)nn23)c1,3,7,1,-4,-2,0,5,10,-10,1
COc1ccc(OC)c(/C=N/NC(=O)CCN2CCN(C(c3ccccc3)c3ccccc3)CC2)c1,-12,-7,1,-8,2,-1,-7,7,3,2
CC(C)CCNC(=O)c1cn(C)c2ccc(S(=O)(=O)N3CCCC3)cc2c1=O,-1,10,1,4,-8,2,-1,-3,-3,0
O=C1OCCC1Sc1nnc(-c2ccccc2Cl)n1Cc1ccccc1 (centres undefined),2,3,-2,4,-3,0,-5,6,-2,-5
COc1ccc2c(C)c(CC(=O)N3C[C@H]4C[C@@H](C3)c3cccc(=O)n3C4)c(=O)oc2c1OC,3,5,3,-4,4,-2,-1,2,2,1
CC(=O)Nc1ccc(C(=O)COC(=O)c2cc(C)oc2C)c(F)c1,-4,1,3,0,-1,-2,-2,-9,8,2
O=C1c2ccc([N+](=O)[O-])cc2C(=O)N1Cc1cccnc1,8,-3,-10,-6,4,-4,-1,-5,1,0
Cc1ccc(CNC(=O)CN(C2CCCCC2)S(C)(=O)=O)cc1,1,0,3,9,-2,-3,4,3,2,0
CC(OC(=O)Cc1coc2cc3c(cc12)CCC3)C(=O)NC(N)=O (centres undefined),-2,2,7,12,-6,-1,-3,-10,4,-4
CC(=O)c1c(C)[nH]c(C(=O)N(C)C(c2ccccc2)c2ccccc2)c1C,-7,3,-10,5,2,2,0,2,-6,-4
COc1ccc(S(=O)(=O)N2CCOC2CNC(=O)C(=O)NCCc2ccccc2)cc1OC (centres undefined),-1,-1,2,0,3,-2,9,7,11,4
CC1(Cc2ccccc2OC(F)(F)F)C(=O)Nc2ccc(-c3ccsc3)cc21 (centres undefined),.,-5,-7,-6,6,0,-8,-40,10,0
C=CC[C@@H](CC(=O)N(CCO)Cc1ccccc1)C(=O)N[C@@H](COC(=O)[C@H](CC=C)CC(=O)OC(C)(C)C)Cc1c[nH]c2ccccc12,-33,-3,-25,3,1,-2,-15,-15,3,-4
CC(C)C(=O)NC(C)C(c1cccs1)N1CCOCC1 (centres undefined),-5,6,-12,3,-3,-4,4,5,-2,-3
COc1ccc(C2=CN(Cc3ccccc3)C(c3ccc(OC)cc3)CC2=O)cc1 (centres undefined),.,0,-5,3,0,1,1,14,-2,3
CCNc1nc(C)nc2c1cnn2C,5,6,2,-4,0,0,1,-2,-2,1
O=C(CCS(=O)(=O)c1ccccc1)NC1CCCC1,6,6,0,4,0,-1,3,-1,1,1
Cc1cccc(NC(=O)c2ccco2)c1C,-2,-1,1,0,1,-3,2,3,7,-1
Cc1ccccc1C1CC(c2ccccc2OC(F)F)Nc2ncnn21 (centres undefined),-5,5,8,2,-4,-1,-2,2,-3,-1
CCOc1cc(/C=N/NC(=O)CCCC(=O)NC2CCCCC2)ccc1O,4,1,1,6,0,0,-2,4,1,1
COc1ccc(CNC(=O)C2CCN(S(=O)(=O)c3cccc4cccnc34)CC2)cc1,6,1,0,-5,1,-3,-1,1,1,2
CC1(C(=O)Nc2cccc3c2CCCC3)CCN1C(=O)C1(c2ccccc2)CC1 (centres undefined),.,6,4,-4,-2,3,-3,-7,-4,1

# 2 records drawn at random from those above:
SMILES,HTRA1 inh,TCR-CD3 inh,TDP2 inh,SIAE primary,PRMT1 inh,LEDGF integ inh,NPR2 activator,ABHD4 inh,MBD2 DNA inh,rCAG RNA binder
CCNc1nc(C)nc2c1cnn2C,5,6,2,-4,0,0,1,-2,-2,1
COc1ccc(S(=O)(=O)N2CCOC2CNC(=O)C(=O)NCCc2ccccc2)cc1OC (centres undefined),-1,-1,2,0,3,-2,9,7,11,4

# Following part:
SMILES,HTRA1 inh,TCR-CD3 inh,TDP2 inh,SIAE primary,PRMT1 inh,LEDGF integ inh,NPR2 activator,ABHD4 inh,MBD2 DNA inh,rCAG RNA binder
Cc1c(CCOC(=O)c2cc([N+](=O)[O-])ccc2Cl)sc[n+]1CCCCS(=O)(=O)[O-],1,3,0,-2,2,0,-1,5,-3,1
CC(C)(CNC(=O)CO/N=C1/C=C2CCC3C(C(O)C[C@@]4(C)C3CC[C@]4(O)C(=O)CO)[C@@]2(C)CC1)C(O)C(=O)O (some centres undefined),-6,2,-1,-8,2,-1,4,9,1,8
O=C(O)C1C2CCC(C2)C1C(=O)Nc1cccc([N+](=O)[O-])c1 (centres undefined),2,3,10,-1,-7,5,6,-6,6,-4
CCOC(=O)c1c(C)[nH]c(C(=O)N2CCCC(C(=O)c3ccccc3OC)C2)c1C (centres undefined),-8,4,3,1,-5,0,-3,-2,0,-1
CN(Cc1c(C(=O)N/N=C/c2cccs2)nnn1-c1nonc1N)c1ccccc1,12,1,-4,4,-7,-4,3,-10,-2,3
COc1ccccc1OCC(=O)NCC1CCCN(Cc2cnn(C)c2C)C1 (centres undefined),1,-3,-1,0,6,-1,1,2,0,-5
COC(=O)C1CCN(C(=O)[C@H](C)NC(=O)C2CC(=O)N(c3ccc(F)cc3)C2)CC1 (some centres undefined),2,9,8,1,-3,-1,-1,4,-4,-3
COc1ccc([N+](=O)[O-])cc1NC(=O)CC1SC(=Nc2cccc(C)c2C)N(/N=C(\C)c2ccc(C)cc2)C1=O (centres undefined),-14,2,9,-9,0,-1,7,-3,-1,9
Cc1ccc(OCC(=O)N(C)Cc2ccccc2)c([N+](=O)[O-])n1,4,-4,10,-4,2,-1,0,1,4,1
O=C(NCCN1CCN(Cc2ccccc2)CC1)c1ccc(CS(=O)(=O)c2ccc(Br)cc2)o1,7,-6,-8,0,5,-1,-14,5,-1,-8
CCOC(=O)c1nn(-c2cc(C(=O)OC)cc(C(=O)OC)c2)cc1O,-3,0,8,0,-1,0,-6,-4,4,-3
NC(=Nc1ccccc1)N(c1ccccc1)c1ccccc1,-4,-6,-1,11,0,0,-11,1,6,0
Cc1cc(C(=O)COC(=O)CN=C2NS(=O)(=O)c3ccccc32)c(C)n1CCc1ccc(Cl)cc1,-42,-5,-9,-35,3,-2,-1,-16,-2,15
NC(=O)CSc1nnc(C2CC2)n1Cc1ccccc1,0,-4,-10,7,-2,-3,0,-1,1,1
CCCCN(C)c1c(C)nc2ccc(C(=O)NCCCn3ccnc3)cn12,.,-2,3,0,1,4,1,-6,0,0
O=C(Cn1cnc2ccccc2c1=O)Nc1ccc(-c2nnc3n2CCCCC3)cc1,-1,-3,8,-3,0,-1,4,1,2,3
O=C(Cn1cnc2ccccc2c1=O)NCCC(=O)Nc1ccc(F)cc1,3,-1,-20,-4,-5,2,-4,-2,-2,0
CC(=O)Nc1ccc(S(=O)(=O)NCC2CCC(C(=O)NCCC3=CCCCC3)CC2)cc1 (centres undefined),-3,-2,9,-3,2,2,-1,-3,-4,-2
COCCN1CN(S(=O)(=O)c2ccc(Cl)cc2)c2nc3ccccc3nc21,-6,10,-8,4,-1,1,7,-2,2,3
COc1cccc(NC(=O)C2CC(=O)N(Cc3ccc(C)cc3)C2)c1 (centres undefined),-8,-11,13,-2,2,-1,4,-1,4,-7
COc1ccc(-n2c(Cc3cccn3C)nnc2SCC(=O)N2CCCc3ccccc32)cc1,-6,-3,9,0,1,5,-1,-4,-4,-1
O=C(COC(=O)C1CCCCC1)Nc1cccc(Br)c1,-8,3,-8,1,2,-4,-5,-1,2,1
COc1cccc(-c2nn(-c3ccccc3)cc2CN(C)Cc2c(C)nc3ccccn23)c1,-87,-1,13,-3,1,0,-8,2,0,-2
CCOc1ccc(S(=O)(=O)N2CCOCC2)cc1NC(=O)CN1C(=O)NC2(CCCC2)C1=O,2,-2,0,-1,-8,5,0,-1,3,3
CC1=CC(C)(C)N2C(=O)C(=O)c3cc(OC(=O)c4ccco4)cc1c32,.,-2,11,6,2,2,0,14,-13,-1
CCCCCC(=O)N1C[C@H](O)[C@@H](n2cc(-c3ccc(F)cc3)nn2)C[C@@H]1c1ccc(C)cc1,-63,2,2,-5,4,-1,-6,-13,9,4

# An excerpt of these results, with two lines to a compound:
# Every second line gives: HTRA1 inh	TCR-CD3 inh	TDP2 inh	SIAE primary	PRMT1 inh	LEDGF integ inh	NPR2 activator	ABHD4 inh	MBD2 DNA inh	rCAG RNA binder
COc1ccc(CNC(=O)C2CCN(S(=O)(=O)c3cccc4cccnc34)CC2)cc1
 : 6	1	0	-5	1	-3	-1	1	1	2
CC1(C(=O)Nc2cccc3c2CCCC3)CCN1C(=O)C1(c2ccccc2)CC1 (centres undefined)
 : .	6	4	-4	-2	3	-3	-7	-4	1
Cc1c(CCOC(=O)c2cc([N+](=O)[O-])ccc2Cl)sc[n+]1CCCCS(=O)(=O)[O-]
 : 1	3	0	-2	2	0	-1	5	-3	1
CC(C)(CNC(=O)CO/N=C1/C=C2CCC3C(C(O)C[C@@]4(C)C3CC[C@]4(O)C(=O)CO)[C@@]2(C)CC1)C(O)C(=O)O (some centres undefined)
 : -6	2	-1	-8	2	-1	4	9	1	8
O=C(O)C1C2CCC(C2)C1C(=O)Nc1cccc([N+](=O)[O-])c1 (centres undefined)
 : 2	3	10	-1	-7	5	6	-6	6	-4
CCOC(=O)c1c(C)[nH]c(C(=O)N2CCCC(C(=O)c3ccccc3OC)C2)c1C (centres undefined)
 : -8	4	3	1	-5	0	-3	-2	0	-1
CN(Cc1c(C(=O)N/N=C/c2cccs2)nnn1-c1nonc1N)c1ccccc1
 : 12	1	-4	4	-7	-4	3	-10	-2	3
COc1ccccc1OCC(=O)NCC1CCCN(Cc2cnn(C)c2C)C1 (centres undefined)
 : 1	-3	-1	0	6	-1	1	2	0	-5
COC(=O)C1CCN(C(=O)[C@H](C)NC(=O)C2CC(=O)N(c3ccc(F)cc3)C2)CC1 (some centres undefined)
 : 2	9	8	1	-3	-1	-1	4	-4	-3
COc1ccc([N+](=O)[O-])cc1NC(=O)CC1SC(=Nc2cccc(C)c2C)N(/N=C(\C)c2ccc(C)cc2)C1=O (centres undefined)
 : -14	2	9	-9	0	-1	7	-3	-1	9
Cc1ccc(OCC(=O)N(C)Cc2ccccc2)c([N+](=O)[O-])n1
 : 4	-4	10	-4	2	-1	0	1	4	1
O=C(NCCN1CCN(Cc2ccccc2)CC1)c1ccc(CS(=O)(=O)c2ccc(Br)cc2)o1
 : 7	-6	-8	0	5	-1	-14	5	-1	-8
CCOC(=O)c1nn(-c2cc(C(=O)OC)cc(C(=O)OC)c2)cc1O
 : -3	0	8	0	-1	0	-6	-4	4	-3
NC(=Nc1ccccc1)N(c1ccccc1)c1ccccc1
 : -4	-6	-1	11	0	0	-11	1	6	0
Cc1cc(C(=O)COC(=O)CN=C2NS(=O)(=O)c3ccccc32)c(C)n1CCc1ccc(Cl)cc1
 : -42	-5	-9	-35	3	-2	-1	-16	-2	15
NC(=O)CSc1nnc(C2CC2)n1Cc1ccccc1
 : 0	-4	-10	7	-2	-3	0	-1	1	1
